BAZ2B inh = qHTS Assay for Inhibitors of BAZ2B | Bromodomain adjacent to zinc finger domain protein 2B (Homo sapiens), Q9UIF8 | AlphaScreen BAZ2B-H3K14Ac peptide displacement | Potency, µM (titrated, usually from 114 µM), without a hit: at the highest dose activity change, negative = inhibition, actives largely listed as inhibitors | actives 4.4% (n = 360,000); note: % is set by controls: 0 for no effect and ±100 for the full control effect; nearly all actives have a fitted effect of over 60% in size
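AlphaScreen displacement: compounds (up to 110uM) incubated 30 min at room temperature with a preformed 50 nM BAZ2B/50 nM biotinylated H3K14Ac peptide complex in PBS pH 7.4 with Tween-20. Donor and acceptor beads at 10 ug/mL final added, 20 min light-protected before reading.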
POLI inh = qHTS for Inhibitors of Polymerase Iota; DNA polymerase iota (Homo sapiens), Q9UNA4; Pol iota fluorescent replication assay, 10 min; Potency, µM (titrated, usually from 115 µM), for the others: at the highest dose activity, negative = inhibition, most hits filed as inhibitors; actives 1% (n = 390,000)
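Pol iota at 10 nM preincubated 15 min with compounds at room temperature; reaction started with fluorescent substrate, 50 nM final. Fluorescence read kinetically at 0 and 10 min; buffer-only wells as negative control.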
Pol kappa inh = qHTS for Inhibitors of Polymerase Kappa; AID 588579, 2011; Potency, µM (doses to about 107 µM), inactives show top-dose activity, negative = inhibition, most hits filed as inhibitors; purified Pol kappa, fluorescent DNA synthesis assay, 10 min; actives 0.53% (n = 400,000); note: % is set by controls: 0 for no effect and ±100 for the full control effect
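Inhibition of 10 nM Pol kappa is measured by a fluorescent read-out at 0 and 10 min following addition of 50 nM substrate (final), with a 15-min room-temperature compound preincubation.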
POLB inh = qHTS Assay for Inhibitors of DNA Polymerase Beta; P06746; Pol beta primer extension/strand displacement, fluorescence kinetic; Potency, µM (doses to about 114 µM), without a hit: at the highest dose activity change, negative = inhibition, usual class: inhibitors; actives 1.3% (n = 340,000); AID 485314, 2010; note: % is set by controls: 0 for no effect and ±100 for the full control effect
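Homogeneous kinetic assay of primer extension and strand displacement by 10 nM Pol beta, preincubated 15 min at room temperature with compound before 50 nM substrate (final) was added. Read at 0 and 10 min; four-parameter Hill fit.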
Apoferritin bind = qHTS Assay for Identification of Novel General Anesthetics. actives 0.074% (n = 350,000). AID 485281, 2010. Ferritin light chain (Equus caballus), P02791. apoferritin/1-aminoanthracene competitive binding, fluorescence. Potency, µM (series often up to 77.5 µM), inactives show at the highest dose activity change, negative = displacement, hits mostly inhibitors; note: % is set by controls: 0 for no effect and ±100 for the full control effect; nearly all actives have a fitted effect of over 20% in size
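Apoferritin-based anesthetic binding model; compound displacement of fluorescent 1-AMA measured as endpoint fluorescence after 10 minutes at room temperature, scaled to free-ligand and complex controls.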
BLM helicase inh = qHTS Assay for Inhibitors of Bloom's syndrome helicase (BLM) | RecQ-like DNA helicase BLM (Homo sapiens), P54132 | recombinant BLM DNA unwinding, fluorescence dequenching | Potency, µM (titrated, usually from 56.1 µM), for the others: top-dose activity change, negative = inhibition, hits mostly inhibitors | actives 0.2% (n = 350,000) | AID 2528, 2010;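 note: plate controls were vehicle for no effect and no enzyme for full effect; nearly all actives have a fitted effect of over 35% in size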
G9a block = qHTS Assay for Inhibitors of Histone Lysine Methyltransferase G9a | G9a H3K9 monomethylation, AlphaScreen, 2 h | Potency, µM (highest dose often 102 µM), for inactives: at the highest dose activity, negative = inhibition, hits mostly inhibitors | actives 8.8% (n = 350,000); note: % is set by controls: 0 for no effect and ±100 for the full control effect; nearly all actives have a fitted effect of over 75% in size
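G9a (20 nM) was preincubated 15 min with compound, then reacted 2 h at room temperature with 500 nM biotin-H3K9 peptide and 20 µM SAM. Monomethyl-H3K9 detected by AlphaScreen using anti-H3K9me1 antibody.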
APEX1 inh = qHTS Assay for Inhibitors of the Human Apurinic/apyrimidinic Endonuclease 1 (APE1). actives 0.35% (n = 350,000). recombinant APE1, TAMRA/BHQ-2 abasic DNA cleavage fluorescence. Potency, µM (series often up to 65.8 µM), for the others: at the highest dose activity change, negative = inhibition, most hits filed as inhibitors. DNA repair nuclease/redox regulator APEX1 (Homo sapiens), P27695;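 note: plate controls were vehicle for no effect and reference inhibitor for full effect; nearly all actives have a fitted effect of over 55% in size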
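Readout is kinetic fluorescence (ex 525, em 598 nm) from cleavage of 50 nM TAMRA/BHQ-2 THF abasic duplex by 0.75 nM APE1, compound added 15 min beforehand at RT.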
POLH inh = qHTS for Inhibitors of Polymerase Eta; DNA polymerase eta (Homo sapiens), Q9Y253; recombinant Pol eta, fluorescent DNA replication assay; Potency, µM (titrated, usually from 114 µM), without a hit: at the highest dose activity change, negative = inhibition, actives largely listed as inhibitors; actives 1.2% (n = 390,000); AID 588591, 2011; note: % is set by controls: 0 for no effect and ±100 for the full control effect
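Pol eta at 10 nM preincubated with compounds 15 min at room temperature; reaction started with fluorescent substrate (50 nM final) and read kinetically at 0 and 10 min.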
An asterisk follows results filed as active; u = inconclusive; x = not tested or not shown; & = joins results of further samples; [ ] = another dose, or the depositor's remark. Calls come from the whole dose curve; as a rule, active = well fitted curve in the direction sought with a large enough effect; inconclusive = small, poorly fitted or top-dose-only effect, or another doubt; inactive = no such curve, though single readings can be large; an effect the other way counts as inactive or inconclusive. Potency is the fitted concentration of half-maximal effect. An excerpt; rates above refer to the full screens.

entry	BAZ2B inh	POLI inh	Compound	Pol kappa inh	POLB inh	Apoferritin bind	BLM helicase inh	G9a block	APEX1 inh	POLH inh
1	-16%	23%	COc1ccc(C(=O)NNC(=O)CCc2ccccc2OC)cc1	2%	50%	-6%	-2%	28%	-5%	-22%
2	1%	97%[activator]	O=S(=O)(c1cccc(S(=O)(=O)N2CCCC2)c1)N1CCCCC1	-1%	-7%	-10%	-6%	3%	3%	-18%
3	-37%	3%	C/C(CC(=O)Nc1ccccn1)=N\NC(=O)C(=O)Nc1cccc(C)c1	-3%	11%	u	-1%	85%[activator][59 µM]	1%	-13%
4	u	19%	CCc1ccc(NC(=O)CCCc2nnc3n(C(C)CC)c(=O)c4sccc4n23)cc1 (stereo not drawn)	4%	12%	-8%	2%	2%[59 µM]	x	-22%
5	56µM*	127%[activator]	C=CCOc1ccccc1CNc1ccc2[nH]c(=O)[nH]c2c1	-7%	6%	-11%	-6%	28µM*	-5%	-21%
6	74%[activator]	54%[activator]	CC(C)(C)c1ccc(OCc2cnc(Cl)s2)cc1	3%	u	-21%	-9%	491%[activator]	0%	-23%
7	12%	2%	O=C1N=C(N2CCOCC2)S/C1=C/c1ccc(-c2ccccc2Cl)o1	-3%	u	-5%	-1%	-14%[59 µM]	3%	4%
8	-25%	-16%	COc1ccc(-n2c(=O)c3c4c(sc3n(Cc3ccccc3)c2=O)CCC4)c(OC)c1	-8%	-19%	31%[activator]	-9%	u	x	10%
9	0%	18%	Oc1ccc(-c2nnc(-c3ccc(O)cc3)nn2)cc1	-5%	-2%	-5%	-2%	18%[59 µM]	0%	-15%
10	x	u	CC(=O)N1CCN(C(=O)c2cccc(S(=O)(=O)N3c4ccccc4CC3C)c2)CC1 (stereo not drawn)	-17%	x	x	x	x	1%	-10%
11	-4%	4%	O=C(Nc1nnc(CSCc2ccc(F)cc2)s1)c1cccc([N+](=O)[O-])c1	-13%	2%[57.1 µM]	-12%	3%	19%	-1%	-3%
12	32µM*	62%[activator]	[O-]/C(=C(\C(=S)Nc1ccc(SC(F)F)cc1)[n+]1cccc(CO)c1)c1ccc(Cl)s1	0%	-1%	u	-10%	25µM*	-3%	-24%
13	u	39%[activator]	O=C(O)C(=O)Cc1c[nH]c2ccccc12	-16%	-2%	-10%	-11%	25µM*	0%	-1%
14	-2%	26%	Cc1cccc(C)c1NC(=O)Cn1nc(C)n2cccc2c1=O	7%	24%	-3%	-4%	4%[59 µM]	10%	5%
15	9%	19%	O=C(NC1(C(F)(F)F)C(=O)Nc2c1c(=O)[nH]c(=O)n2Cc1ccccc1)c1ccco1 (stereo not drawn)	-3%	2%	-6%	-2%	2%	24%	7%
16	-6%	-4%	Cc1ccccc1C(=O)Nc1ccc(S(=O)(=O)N2CCN(C)CC2)cc1	9%	-12%	2%	1%	-31%[12.7 µM]	11%	-11%
17	u	25%	COc1ccccc1CNC(=O)[C@H](C)NC(=O)C1CCN(C(=O)[C@@H](N)CCSC)CC1	26%	5%	-3%	-1%	x	9%	-8%
18	0%	30%	CCCCC(CC)CNC(=O)CCCCCn1c(=O)[nH]c2ccsc2c1=O (stereo not drawn)	2%	0%	-20%	1%	8%[59 µM]	x	-22%
19	-3%	38%[activator]	O=C(O)/C(=C\c1ccccc1)c1ccccc1	-7%	23%	1%	-1%	-33%	-2%	-4%
20	x	x	CC(=O)N1CCC[C@@]2(CCN(C(=O)Nc3cccc(C#N)c3)C2)C1	5%[60.1 µM]	x	x	-1%	5%[12.7 µM]	1%	x
21	-1%	10%	Cc1cc(NC(=O)CSc2nc(C(C)C)nc3c2c(=O)n(C)c(=O)n3C)no1	-7%	4%	-11%	-2%	-30%	-4%	-5%
22	-18%	62%[activator]	CN(CC(=O)NC1CCCc2ccccc21)C1CCCCC1 (stereo not drawn)	-10%	-6%	-13%	-1%	18%	-1%	-18%
23	-21%	15%	Nc1nc2n(n1)C(c1ccc(Cl)cc1)CC(c1ccc(F)cc1)N2 (stereo not drawn)	-10%	19%	-3%	-1%	0%	-5%	-5%
24	-5%	46%[activator]	CCC(Oc1ccccc1OC)C(=O)N1CC(=O)Nc2ccccc21 (stereo not drawn)	0%	2%	7%	-5%	10%	-2%	1%
25	0%	20%	CC(=O)N/C(=C\c1ccccc1)C(=O)OC(C)C(=O)c1ccccc1 (stereo not drawn)	-14%	x	x	x	-31%	19%	-20%
26	8%	-12%	COc1ccc(S(=O)(=O)Cc2ccc(C(=O)NCc3cccnc3)o2)cc1	16%	9%	-6%	-5%	u	2%	-12%
27	-2%	-5%	CC(C)CC(NC(N)=O)C(=O)NCCc1ccc(Cl)cc1Cl (stereo not drawn)	2%	-19%	1%	-5%	7%	7%	17%
28	u	0%	COc1ccc(OC2C(=O)N(c3ccc(F)cc3)C2c2ccc(OC)c(OC)c2)cc1 (stereo not drawn)	-7%	0%	3%	-10%	13%[12.7 µM]	-6%	-16%
29	-11%&-9%	40%&-15%	COC(=O)c1cc2occc2n1Cc1nc(-c2ccccc2C)oc1C	9%&-7%	10%&12%	6%&-9%	-4%&0%	-24%[59 µM]	u	-9%&-6%
30	u	x	Cc1cccc(CN2CCN(CCCc3ccccc3)CC2)c1	x	-4%	-6%	4%	x	4%	x
31	2%	5%	Fc1cccc(CSc2ccc(-c3ccc4c(c3)OCO4)nn2)c1	-2%	25%	2%	-2%	-10%	-1%	-19%
32	3%	-7%	CCN(C(=O)CCS(=O)(=O)c1cc(Br)cc2c1N(C(=O)C1CC1)CC2)c1cccc(C)c1	0%	-18%	-8%	1%	-20%[59 µM]	x	-7%
33	x	-24%	C/C(N)=C(/C#N)C(=O)COc1ccc(Cl)cc1Cl	-8%	0%	-16%	-5%	6%	-3%	-14%
34	3%	7%	O=C(CCS(=O)(=O)c1ccccc1)N(CCCN1CCOCC1)c1nc2ccc(F)cc2s1	-25%	x	x	x	22µM*	-10%	-15%
35	1%	15%	COc1cc(C(=O)Nc2ccccc2OCc2cc(=O)n3c(C)csc3n2)cc(OC)c1OC	-5%	21%	3%	-7%	5%[59 µM]	x	-13%
36	1%	25%	CCc1c(C(=O)Nc2ncn(Cc3cccc(C)c3)n2)csc1C	-6%	22%	u	3%	-24%[59 µM]	2%	-17%
37	-12%	20%	COc1ccccc1CNC(=O)c1cc(-c2ccccc2C)nn1CC1CC(c2cccnc2)=NO1 (stereo not drawn)	-11%	x	x	x	-3%[0.501 µM]	-15%	-20%
38	u	10%	O=C(Nc1ccc(C(=O)N2CCCCC2)cc1)c1cccc([N+](=O)[O-])c1	-5%	42%	-16%	0%	x	-1%	-3%
39	3%	-4%	CCOc1ccc(NC(=O)c2c(NC(=O)c3ccco3)sc3c2CCC(C(C)(C)C)C3)cc1 (stereo not drawn)	-6%	13%	-3%	-7%	-24%[59 µM]	x	-1%
40	-32%	-19%	Cc1ccc(Nc2c([N+](=O)[O-])c(=O)oc3ccccc23)cc1C	-10%	15%	u	-1%	u	-1%	-11%
41	u	2%	O=C(NCCN1CCOCC1)c1ccccc1N1C(=O)[C@@H]2Cc3c([nH]c4ccccc34)C(c3ccccc3)N2C1=O (stereo partly drawn)	-2%	7%	-2%	-5%	5%[12.7 µM]	0%	-15%
42	6%	12%	COc1ccccc1C(=O)NCC(=O)OCC(=O)N(CC(C)C)c1c(N)n(Cc2ccccc2)c(=O)[nH]c1=O	-20%	x	x	x	56µM*	0%	-8%
43	13%	34%[activator]	Cc1ccc(/C=C/S(=O)(=O)NCC(=O)OCC(=O)Nc2ccc(C(=O)N(C)C)cc2)cc1	-6%	x	x	x	19%[12.7 µM]	-8%	-22%
44	u	13%	Cc1cc(Br)ccc1OCCN1CCCC1	-11%	11%	-10%	4%	x	-6%	-3%
45	9%	23%	CCC(=O)Nc1ccc(Cl)c(NC(=S)NC(=O)c2cc3ccccc3o2)c1	0%	55%	11%	0%	12%[59 µM]	4%	0%
46	-15%	15%	COc1ccc(CCNC(=O)CSc2nc(N)cc(=O)[nH]2)cc1OC	1%	-12%	-1%	0%	3%	-2%	-8%
47	2%	0%	Cc1ccc(SCCNC(=S)Nc2cc(C)cc(C)c2)cc1	-3%	14%	14%	-11%	28%	4%	-26%
48	15%[57.1 µM]	-10%	Cc1noc2ncnc(NCc3ccccc3Cl)c12	7%	10%	-2%	0%	2%[59 µM]	x	-29%
49	-9%	2%	CCOC(=O)C1=C(CC)OC(N)=C(C#N)C1c1ccc(OC)c(C)c1OC (stereo not drawn)	-18%	-3%	-15%	-6%	9%	-2%	-12%
50	-4%	64%[activator]	CCNS(=O)(=O)c1ccc(NC(=S)NCC2CCCO2)cc1 (stereo not drawn)	-8%	19%	3%	2%	x	4%	-10%

Exported with values under each structure: six of the compounds above
Values in the order – BAZ2B inh	POLI inh	Pol kappa inh	POLB inh	Apoferritin bind	BLM helicase inh	G9a block	APEX1 inh	POLH inh
38. O=C(Nc1ccc(C(=O)N2CCCCC2)cc1)c1cccc([N+](=O)[O-])c1
 : u	10%	-5%	42%	-16%	0%	x	-1%	-3%
32. CCN(C(=O)CCS(=O)(=O)c1cc(Br)cc2c1N(C(=O)C1CC1)CC2)c1cccc(C)c1
 : 3%	-7%	0%	-18%	-8%	1%	-20%[59 µM]	x	-7%
48. Cc1noc2ncnc(NCc3ccccc3Cl)c12
 : 15%[57.1 µM]	-10%	7%	10%	-2%	0%	2%[59 µM]	x	-29%
31. Fc1cccc(CSc2ccc(-c3ccc4c(c3)OCO4)nn2)c1
 : 2%	5%	-2%	25%	2%	-2%	-10%	-1%	-19%
43. Cc1ccc(/C=C/S(=O)(=O)NCC(=O)OCC(=O)Nc2ccc(C(=O)N(C)C)cc2)cc1
 : 13%	34%[activator]	-6%	x	x	x	19%[12.7 µM]	-8%	-22%
49. CCOC(=O)C1=C(CC)OC(N)=C(C#N)C1c1ccc(OC)c(C)c1OC (stereo not drawn)
 : -9%	2%	-18%	-3%	-15%	-6%	9%	-2%	-12%

Bioassay records from PubChem BioAssay.
